Screening results deposited in PubChem BioAssay by several laboratories.
S1P4 agonist = S1P4 receptor agonists, primary screen, cell-based. Sphingosine 1-phosphate receptor 4 (Homo sapiens), O95977. S1P4-expressing cell line, agonist reporter assay. activation, % at 4.98 µM. 220,000 compounds, 0.35% hits; in the data active = activation above about 11%;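 also: 0% = DMSO vehicle and 100% = reference agonist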
PERK inhibitor = block of dimerizer-induced PERK translation repression, primary screen, PERK inhibitor project, CHO PERK-DD cells, SEAP luminescence, HTS; Eukaryotic translation initiation factor 2-alpha kinase 3 (Homo sapiens), Q9NZJ5; CHO PERK-DD fusion, SEAP luminescence translation reporter; inhibition, % at 5.6 µM; 220,000 compounds, 0.17% hits; AID 1416, 2008;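 active = inhibition above the mean inhibition of all tested compounds plus 3 SD, set separately per screening campaign, cut at about 2.9% in these data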;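 also: PERK kinase domain activated by AP20187 dimerizer at 100 nM; 0% = DMSO with dimerizer and 100% = rapamycin at 8.4 µM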
S1P4 antagonist = S1P4 receptor antagonists, primary screen, cell-based; inhibition, % at 4.98 µM; S1P4-expressing cells, antagonist mode, reporter read-out; 220,000 compounds, 0.26% hits; AID 1510, 2009; Sphingosine 1-phosphate receptor 4 (Homo sapiens), O95977; in the data active = inhibition above about 29%;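 also: 0% = wells stimulated with agonist and 100% = vehicle wells without agonist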
eIF4E-4G inh = eIF4E–eIF4G protein interaction inhibitors, primary screen, biochemical, uHTS, TR-FRET, eIF4GI fragment | Eukaryotic translation initiation factor 4E (Mus musculus) + Eukaryotic translation … | TR-FRET eIF4E-eIF4GI(517-606) binding, 2 h | inhibition, % at 21.7 µM | 220,000 compounds, 0.37% hits | AID 782, 2007;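 active = inhibition above about 30%, limit read from the data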;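 also: 0% = full FRET control wells and 100% = background wells lacking eIF4GI fragment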
MDM2 E3 inh = MDM2-luciferase reporter signal enhancers, primary screen, MDM2 E3 ligase inhibitor project, cell-based, luminescence, 1536-well; E3 ubiquitin-protein ligase Mdm2 (Homo sapiens), Q00987; cell-based MDM2 ubiquitination luciferase reporter, 2 h; 0 = plate control, 100 = twice control, blank-subtracted; signal enhancement, % at 5 µM; 210,000 compounds, 0.11% hits; AID 1230, 2008;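 active = signal enhancement of 30% or more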;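 also: luminescence tracks abundance of the self-degrading MDM2-luciferase fusion protein; higher signal means inhibition of MDM2 E3 ligase activity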
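system = mammalian cells stably expressing self-ubiquitinating, self-degrading MDM2 E3–luciferase fusion | quantity = 2000 cells per well seeded | incubation = 4 h cell settling then 2 h compound exposure, 37 °C | signal = SteadyLite luminescence, 15 min reagent step | benchmarks = plate control and blank wells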
NPY-Y2 PAM-ag = NPY-Y2 potentiators or agonists, primary screen, cell-based; AID 1359, 2008; activation, % at 3.6 µM; 220,000 compounds, 0.45% hits; cells expressing NPY-Y2, potentiator/agonist read-out; in the data active = activation above about 27%;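 also: cells stimulated with NPY near EC25 plus isoproterenol at EC100; 0% = vehicle plus submaximal agonist and 100% = vehicle plus saturating agonist; some results beyond the cut were filed as inactive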
Ba/F3 V617F tox = reduced viability of JAK2V617F-dependent Ba/F3 cells, primary screen, JAK2V617F inhibitor project, cell-based, Ba/F3 EpoR-JAK2V617F, luminescence; ATP luminescence; inhibition, % at 5.6 µM; 220,000 compounds, 1.1% hits; AID 1446, 2008;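 active = inhibition above the campaign mean plus 3 SD over all tested compounds, cut at about 24% in these data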;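 also: cytokine-independent growth of Ba/F3 cells driven by EpoR plus mutant JAK2; 0% = DMSO-treated cells and 100% = JAK inhibitor I control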
Wee1 stabilizer = Wee1 degradation inhibitors, primary screen, cell-based, HeLa, Wee1K328M-luciferase, luminescence; Wee1-like protein kinase (Homo sapiens), P30291; HeLa Luc-Wee1K328M stability; 100% = proteasome inhibitor MG132 effect; reporter increase, % at 5 µM; 220,000 compounds, 1.2% hits;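 active = activation above the mean of all tested compounds plus 3 SD, set per screening run, cut at about 8.8% in these data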;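 also: cells exposed to compound for 20 h before luminescence read; 0% = DMSO alone and 100% = MG132 at 30 µM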
BaF3 tox = parental Ba/F3 cell viability inhibition, counter-screen for JAK2V617F inhibitor project, murine pro-B, CellTiter-Glo luminescence | CellTiter-Glo ATP luminescence | inhibition, % at 5.6 µM | 220,000 compounds, 1.1% hits;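 active = inhibition above a per-campaign cutoff, the mean inhibition of all tested compounds plus 3 SD, cut at about 27% in these data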;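 also: 0% = DMSO wells and 100% = JAK Inhibitor I control wells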
An asterisk follows results filed as active; . = no result given; [ ] = dose if it differs, or a comment.

The opening 2 records as a preview:
SMILES | S1P4 agonist | PERK inhibitor | S1P4 antagonist | eIF4E-4G inh | MDM2 E3 inh | NPY-Y2 PAM-ag | Ba/F3 V617F tox | Wee1 stabilizer | BaF3 tox
COc1cccc(NC(=O)CN(C)C(=O)COc2ccc3ccccc3c2)c1 | 1.8 | 0.9 | -12 | 0 | 3 | -7 | -2 | 2 | 1
C/C(=N\NC(=O)c1nc2ccccn2c1C)c1cc2ccccc2o1 | 3.5 | 0.3 | -8 | -3 | -11 | 4 | 1 | 2 | 7

The whole of this part (from the top)
SMILES | S1P4 agonist | PERK inhibitor | S1P4 antagonist | eIF4E-4G inh | MDM2 E3 inh | NPY-Y2 PAM-ag | Ba/F3 V617F tox | Wee1 stabilizer | BaF3 tox
COc1cccc(NC(=O)CN(C)C(=O)COc2ccc3ccccc3c2)c1 | 1.8 | 0.9 | -12 | 0 | 3 | -7 | -2 | 2 | 1
C/C(=N\NC(=O)c1nc2ccccn2c1C)c1cc2ccccc2o1 | 3.5 | 0.3 | -8 | -3 | -11 | 4 | 1 | 2 | 7
O=C(O)CCC(=O)Nc1nc2ccccc2s1 | 1.1 | 0.5 | -17 | 4[fluorescence artefact?] | -1 | -13 | 1 | 0 | 5
O=C(COC(=O)c1cc(C(F)(F)F)cc(C(F)(F)F)c1)NCc1ccc(Cl)cc1 | 1.0 | 0.8 | -15 | 0 | -3 | -18 | -3 | 1 | -2
Cn1c(N)c(C(=O)c2ccc(F)cc2F)c(=O)n(C)c1=O | -0.5 | -0.6 | -1 | 3 | -15 | 0 | 2 | -2 | 6
O=C(Nc1ccc(NC(=S)NC(=O)c2cccs2)cc1)c1ccccc1 | -0.4 | 0.1 | -6 | -14 | 1 | -2 | 2 | 5 | 10
COc1cc(OC)cc(C(=O)n2nc(C)cc2C)c1 | -0.1 | 1.1 | -6 | -5[fluorescence artefact?] | . | -2 | -1 | 6 | 1
CN(C)CCNC(=S)Nc1ccc(-c2nc3ccccc3[nH]2)cc1 | 0.8 | 0.4 | -23 | 1 | -28 | -9 | -2 | 8 | 7
COC(=O)Nc1ncc(CN2CCc3ccccc3C2)s1 | -1.5 | 0.2 | 3 | 2 | 1 | 13 | -2 | -2 | 1
O=C(/C=C/Nc1ccccc1OC(F)(F)F)C(F)(F)F | -2.2 | 0.3 | 10 | 4[fluorescence artefact?] | -2 | -4 | 1 | -1 | 3
O=C(c1cc2nc(C3CC3)cc(C(F)(F)F)n2n1)N1CCCC1 | 3.2 | -0.7 | -3 | -5 | -4 | 0 | -2 | -1 | 5
Cc1ccc(Cl)cc1NC(=O)COC(=O)c1ccc(N2CCCC2)c([N+](=O)[O-])c1 | 0.5 | 0.3 | -19 | -1[fluorescence artefact?] | -12 | -3 | 2 | 1 | 5
NC(=O)CSc1nc(-c2ccccc2)c(-c2ccccc2)o1 | -0.5 | 0.2 | -16 | 1 | -6 | 19 | -3 | 0 | 0
Cn1c(CSc2ncccn2)nnc1SCC(=O)N1CCCCCC1 | 0.8 | -1.2 | 5 | 6 | -28 | 1 | 1 | -4 | -1
CCOC(=O)CSc1nc2ccc(C)cc2cc1C#N | -0.3 | -0.1 | 1 | -3 | -2 | 26 | 2 | 5 | 3
CC(=O)Nc1cc2c(cc1NC(=O)Cn1nnc(-c3ccc(C)o3)n1)OCCO2 | 2.3 | 1.0 | -6 | 1 | -11 | 5 | 1 | 2 | 1
CC(C)C(=O)N1CCN(c2ccc(NC(=O)c3cccs3)cc2)CC1 | -4.0 | -0.4 | -13 | -2[fluorescence artefact?] | -5 | 3 | -5 | 0 | -1
NS(=O)(=O)c1ccc(NC(=O)N2c3ccccc3Sc3ccccc32)cc1 | -0.9 | 0.1 | -32 | 15 | -9 | 12 | -2 | 0 | 3
CC1=CC(C)(C)N2C(=O)C3(N=C(N)NC(Nc4ccccc4)=N3)c3cc(C)cc1c32 (centres undefined) | 2.1 | 0.2 | -12 | -4 | -13 | 5 | 44* | 3 | 42*
COc1ccc2cc(C#N)c(SCC(=O)N3CC(=O)Nc4ccccc43)nc2c1 | -0.3 | 1.0 | -6 | -37 | . | 2 | -7 | -2 | -4
CCc1ccc(C(=O)CSc2nc(C)cc(=O)[nH]2)cc1 | -1.0 | 0.5 | -3 | 3 | -5 | -18 | 2 | 0 | 2
CCCOC(=O)c1ccc(NC(=O)Oc2ccccc2)cc1 | 0.4 | 1.0 | -10 | 1 | 6 | -3 | -2 | 1 | 2
c1cncc(-c2nc3ccccc3s2)c1 | 1.0 | 0.9 | -6 | -2 | -10 | 6 | -4 | 1 | -5
COc1ccccc1CNC(=O)C(=O)Nc1nccs1 | 1.2 | -0.9 | -21 | 1 | -12 | -8 | 0 | 4 | 5
CCN1CCCc2cc(CN(CCN3CCOCC3)C(=S)Nc3cccc(C)c3)ccc21 | -2.4 | -0.5 | 10 | 2 | -7 | 5 | 1 | 0 | 3
COc1cc(/C=N/n2cnnc2)ccc1OC(=O)c1ccncc1 | 1.5 | 1.2 | -4 | 2 | -25 | -7 | 1 | -2 | 8
O=S(=O)(c1ccc(S(=O)(=O)N(Cc2cccs2)CC2CCCO2)cc1)N1CCCCC1 (centres undefined) | 2.2 | 0.0 | 12 | -6 | -15 | 20 | 1 | 2 | 4
COc1ccc(N(CC(=O)Nc2ccc3c(c2)OCO3)S(=O)(=O)c2ccc(F)cc2)cc1 | 0.6 | -0.3 | 10 | 16 | 0 | 10 | -1 | 1 | 2
Cc1cccnc1CN1CCN(C(=O)CCc2nnc(CCc3ccccc3)o2)CC1 | -1.0 | -0.6 | 9 | 3 | -1 | -11 | 4 | 2 | 5
O=C1CS/C(=N/N=C/c2c[nH]c3ccccc23)N1 | -1.2 | -0.3 | 11 | -6 | -8 | -15 | 4 | 2 | 2
c1ccc(-c2nnc(SCc3nc4ccccc4[nH]3)o2)cc1 | 0.5 | -0.2 | -2 | -8 | -20 | -1 | -1 | 6 | 1
CCOc1cc(-c2nnc(-c3ccco3)o2)cc(OCC)c1OCC | 1.4 | -0.4 | -17 | . | -24 | 10 | -1 | -2 | 11
O=C(O)c1ccc2c(c1)C(=O)N(c1cccc(C(=O)/C=C/c3ccccc3)c1)C2=O | 0.3 | 0.5 | 18 | 3 | 1 | 4 | -5 | 2 | -6
CCC(Sc1nc2cc3c(cc2c(=O)n1Cc1ccco1)OCO3)C(=O)Nc1cccc(OC)c1 (centres undefined) | 1.0 | 0.1 | -5 | -14 | -83 | 0 | 2 | 0 | 0
O=C(CCC(=O)OCC(=O)c1ccc(Cl)cc1Cl)Nc1cccc2cccnc12 | -0.4 | 1.4 | 3 | -5[fluorescence artefact?] | 10 | -2 | 2 | 1 | 5
OC1CCN(c2c3c(nc4cc(-c5ccc(F)cc5)nn24)CCC3)CC1 | 0.2 | -0.8 | -18 | -3 | -20 | 4 | 2 | -3 | 6
CCN(CC)C(=O)CSc1nnc(-c2cnccn2)n1-c1ccccc1 | 1.3 | 0.0 | -16 | -3 | -21 | -15 | -3 | 1 | 3
Cc1ccc(-n2nc(C)c3c2NC2=C(C(=O)CC(C)(C)C2)C3c2ccccc2OCC(=O)O)cc1 (centres undefined) | 3.3 | 1.2 | -8 | 1 | 0 | 15 | 3 | 2 | 6
COc1ccc(C)cc1N=Nc1ccc(O)c2ncccc12 | 1.2 | 1.7 | 7 | -1 | -37 | 20 | 0 | -2 | 1
CC1=NN(c2ccccc2)C(=O)/C1=C/c1cccs1 | 1.6 | 0.9 | -6 | 4 | 5 | 3 | 4 | 3 | 8
O=C(NCCN1CCOCC1)c1cccn2c(=O)c3c4c(sc3nc12)CCCC4 | 0.7 | -1.0 | -28 | 2 | -4 | -4 | -2 | -4 | -1
O=C(Cc1ccccc1)NCCSCc1ccc(Cl)cc1 | 0.9 | 0.7 | -7 | -4 | -7 | 12 | 0 | -1 | 7
CCOC(=O)c1cnn(-c2ccccc2)c1-n1cccc1C(=O)C(=O)Nc1ccc(F)cc1 | -2.2 | 0.2 | 7 | 0 | -10 | -1 | 0 | -1 | 6
O=C(COC(=O)CCNS(=O)(=O)c1cccc(C(F)(F)F)c1)NC(=O)NC1CCCCC1 | -3.2 | 1.3 | 11 | 2 | -6 | 10 | -2 | 6 | 1
O=C(c1ccccc1F)N1CCCC(C(=O)N2CCc3ccccc3C2)C1 (centres undefined) | 0.2 | -1.2 | -4 | -5 | -7 | -19 | -1 | -1 | 0
COc1ccc(-c2nnn(CC(=O)N(CCCN3CCOCC3)C(C(=O)NC3CCCC3)c3ccco3)n2)cc1 (centres undefined) | 14* | 0.1 | -23 | 0 | 7 | 1 | -2 | -3 | 3
O=C(NCc1ccco1)c1nn2cccnc2c1Cl | 3.1 | 0.2 | 4 | -1 | -9 | 0 | 1 | 0 | 9
Cc1nc(SCC(=O)NCC2CCCO2)c2oc3ccccc3c2n1 (centres undefined) | -2.5 | -0.3 | -6 | 2 | 2 | -3 | -1 | -2 | 5
CCOc1ccc(OCC)c(NC(=O)CCCN2C(=O)c3cccnc3C2=O)c1 | -3.5 | 0.4 | -32 | -7 | -16 | 5 | -1 | -1 | 3
O=C(Nc1nccs1)c1ccc(Cl)cc1[N+](=O)[O-] | -3.2 | 0.6 | 9 | 6 | 0 | -18 | 0 | 0 | 1
CN1CCN(c2ccccc2NC(=O)c2cc3ccccc3o2)CC1 | -0.4 | -0.6 | -17 | -1[fluorescence artefact?] | -19 | -8 | 0 | -2 | 8
CCC(=O)Nc1ccc(NC(=S)NC(=O)c2oc3ccccc3c2C)cc1 | -0.4 | 1.5 | -13 | 3 | 4 | 2 | -4 | -3 | 2
CCOc1ccc(NC(=O)CNC(=O)c2cccs2)cc1 | -0.2 | 0.6 | 0 | 0 | -3 | 9 | 0 | 7 | 0
CC(=O)c1c(C)nn(CC(O)COc2ccc3ccccc3c2)c1C (centres undefined) | -0.2 | -0.1 | 6 | -3 | -3 | -3 | 1 | 2 | 3
Cc1cc(NC(=O)c2ccc3c(c2)C(=O)N(CCC(C)C)C3=O)no1 | 0.5 | 0.4 | 4 | 8[fluorescence artefact?] | -10 | -4 | 1 | -4 | 4
Cc1ccc(Nc2nnc(C(C)(C)C)c(=O)n2N)cc1 | 3.3 | 1.0 | -11 | 4 | -7 | 7 | -1 | 1 | 5
CCOC(=O)C1=NN(C(C)=O)C2C(=O)N(CC)C(=O)C12 (centres undefined) | 1.2 | 0.9 | -9 | -1 | -15 | -9 | -2 | -1 | 0
COc1cc2c(cc1NC(=O)CSc1ccc(Cl)cc1)oc1ccccc12 | 1.4 | -0.1 | -5 | -6[fluorescence artefact?] | -6 | -6 | 1 | -3 | 4
